TIM10 inh: inhibits growth of TIM10 yeast strain | S. cerevisiae TIM10 strain growth, BacTiter-Glo luminescence, 24 h | inhibition, % at 10 µM | 330,000 tested, 1.4% active | AID 463195;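 active means inhibition of 40% or more at the single tested concentration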;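 further: wild-type TIM10 isogenic control strain grown at permissive 25 °C; 0% = DMSO yeast wells and 100% = minimal medium wells without yeast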
tim23-1 inh: inhibits growth of tim23-1 mutant yeast | S. cerevisiae tim23-1 growth, BacTiter-Glo luminescence, 24 h | inhibition, % at 20 µM | 330,000 tested, 1.3% active;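 active means growth inhibition of the mutant yeast at or above 50%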;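 further: temperature-sensitive mutant grown at 25 °C; plate controls were DMSO-treated mutant yeast for no effect and medium wells lacking yeast for full effect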
tim10-1 inh: tim10-1 yeast growth inhibition. S. cerevisiae tim10-1 ts strain growth, BacTiter-Glo, 24 h. inhibition, % at 20 µM. 330,000 tested, 2.2% active. AID 463190;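 active means inhibition of at least 40%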;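 further: mutant grown at 25 °C; 0% = DMSO wells with yeast and 100% = wells holding no yeast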
APJ agonist: activates the human apelin receptor APJ; P35414; CHO-K1 APJ PathHunter beta-arrestin, luminescence; 0% DMSO wells, 100% apelin; activation, % at 20 µM; 330,000 tested, 0.11% active; AID 2520;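 active means activation more than six SD over the plate average, tested at 20 µM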;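 further: 0% = DMSO alone and 100% = apelin-13 at 10 nM; some results filed as inactive read as strong as hits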
Target sequence (P35414 whole entry, looked up): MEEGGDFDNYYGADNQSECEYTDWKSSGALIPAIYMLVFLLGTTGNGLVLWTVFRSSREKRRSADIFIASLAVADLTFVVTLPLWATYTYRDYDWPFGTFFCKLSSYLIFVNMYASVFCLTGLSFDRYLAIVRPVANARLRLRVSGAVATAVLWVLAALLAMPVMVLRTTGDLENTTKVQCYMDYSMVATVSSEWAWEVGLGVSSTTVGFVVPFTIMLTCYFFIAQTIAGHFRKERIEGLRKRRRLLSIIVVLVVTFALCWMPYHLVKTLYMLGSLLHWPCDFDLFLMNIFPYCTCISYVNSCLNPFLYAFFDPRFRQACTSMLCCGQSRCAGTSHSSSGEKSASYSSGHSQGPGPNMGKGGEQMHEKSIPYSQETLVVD
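Test system: CHO-K1 APJ beta-arrestin complementation cell line. Amount: cell density 1000 per well. Controls: DMSO negative, 10 nM Apelin-13 positive. Signal: luminescent beta-gal fragment complementation, chemiluminescent substrate. Read-out basis: agonist-driven arrestin binding to APJ. Timing: compound stimulation 90 min at 25 °C, detection 60 min.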
CHOP UPR activ: apoptotic UPR (CHOP) activation; CHO-CHOP luciferase reporter, luminescence; percent of tunicamycin response over DMSO baseline; activation, % at 10 µM; 330,000 tested, 0.34% active; AID 449763;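 active means at 10 µM dose, activation of 40% or more, normalized to positive control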;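 further: 100% = tunicamycin at 10 µg/mL and 0% = DMSO alone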
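measured by = luciferase luminescence | assay system = CHO-CHOP cells, stable luciferase reporter of PERK-eIF2a-CHOP signalling | amount = 500 reporter cells seeded per well | timing = 6 h compound exposure at 37 °C after overnight seeding | controls = positive tunicamycin 10 µg/mL, negative DMSO alone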
XBP1 UPR activ: activators of adaptive arm of unfolded protein response (XBP1) | activation, % at 20 µM | AID 463104 | CHO-XBP1 luciferase reporter, IRE1-XBP1 UPR activation, luminescence; percent of tunicamycin response, DMSO as zero | 330,000 tested, 0.33% active;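 active means versus positive control, 20 µM dose yields 30% or more activation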;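 further: 100% = tunicamycin at 10 µg/mL and 0% = DMSO only wells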
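Signal: luciferase luminescence; Assay system: CHO-XBP1 luciferase reporter cells; Amount: one thousand reporter cells per well; Dosing: 20 µM single concentration, DMSO 1%; Benchmarks: high control tunicamycin 10 µg/mL final, low control DMSO vehicle only; Schedule: 6 h compound exposure at 37 °C, 5% CO2; Evaluation: percent activation relative to tunicamycin reference.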
GRIN3A LBD mod: modulators (binders) of human NR3A ligand-binding domain. NR3A LBD differential scanning fluorimetry, Tm shift; 0% = protein alone, 100% = glycine-bound protein. Tm shift relative to glycine control, % at 25 µM. 340,000 tested, 2.5% active;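 active means melting temperature shift of at least 10% of the positive control shift, at one fixed dose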
Mdm2 MdmX PPI: disrupts the human Mdm2-MdmX interaction | SaOS-2 split-luciferase Mdm2/MdmX complementation, luminescence | inhibition, % at 8 µM | 330,000 tested, 3% active;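 active means inhibition of at least 50% at 8 µM in the primary screen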
NALP3 yeast inh: blocks the NALP3 inflammasome reconstituted in yeast; Yeast reconstituted NLRP3/ASC/caspase-1, beta-gal luminescence, 24 h; inhibition, % at 10 µM; 330,000 tested, 0.39% active; AID 2825;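 active means inhibition of 50% or more; inactive means inhibition below 50%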;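 further: plate controls were induced DMSO wells for no effect and uninduced yeast grown without galactose for full effect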
Active calls of the source: *; · = not tested or not shown. Rows are unselected, and some 8.2% of all compounds hit somewhere here.

SMILES	TIM10 inh	tim23-1 inh	tim10-1 inh	APJ agonist	CHOP UPR activ	XBP1 UPR activ	GRIN3A LBD mod	Mdm2 MdmX PPI	NALP3 yeast inh
CN1CCN(c2ccc(Cl)cc2NS(=O)(=O)c2ccccc2Cl)CC1	14	7	24	-4	-0.6	-1	1	2	4
COc1ccc(C(=O)NC(C)CCc2ccccc2)cc1[N+](=O)[O-] (stereo not given)	-23	-6	2	-2	1.7	-5	2	14	11
O=c1cc(CO)oc(CN2CCC(Cc3ccccc3)CC2)c1O	-7	0	-5	-3	-2.0	2	1	14	12
COc1cc(/C=N/OCC(=O)Nc2cc(C)cc(C)c2)ccc1OCc1ccc(Cl)cc1	-10	10	8	-2	3.9	-2	-3	-211	1
COc1cccc2sc(NC(=O)c3ccc(S(=O)(=O)N4CCOCC4)cc3)nc12	17	18	18	0	0.2	-2	-2	31	21
O=C(CSc1ccc2ccccc2n1)c1ccccc1	-6	1	8	-5	4.9	1	1	-20	-3
c1ccc2sc(NC3=NCN(C4CCCCCC4)CN3)nc2c1	4	9	3	-1	4.9	5	0	-10	6
O=S(=O)(Nc1cccc(-c2cn3cccnc3n2)c1)c1ccc(Cl)cc1	8	14	13	5	1.2	2	-11	12	8
C[C@@H]1CN([C@H](C)CO)C(=O)c2cc(NC(=O)C3CCCCC3)ccc2O[C@@H]1CN(C)Cc1ccc(C(F)(F)F)cc1	-1	16	2	-4	-0.6	2	1	33	4
CCN(CC)S(=O)(=O)c1cccc(NC(=O)CNc2cccc(S(=O)(=O)N3CCCC3)c2)c1	17	14	15	3	6.1	-2	-4	29	6
COc1ccccc1OC(C)C(=O)Nc1ccc(S(=O)(=O)N2CCN(C)CC2)cc1 (stereo not given)	-13	13	4	0	-1.0	1	0	13	8
Cc1ccc(C(=O)CCC(=O)OC(C)C(=O)NC2CCCCC2C)cc1 (stereo not given)	3	30	10	-7	0.9	0	-1	-11	13
O=C(Nc1ccc(Br)cc1)c1cccc(N2C(=O)C3C4CCC(C4)C3C2=O)c1 (stereo not given)	17	8	14	2	-2.1	1	-4	15	4
N#CC(c1ccc(O)cc1)N1CCCCC1 (stereo not given)	3	14	17	1	0.4	0	-3	-3	0
O=C(NC1CCCc2ccccc21)c1cccc(S(=O)(=O)N2CCOCC2)c1 (stereo not given)	19	22	12	-3	-1.1	0	-1	6	14
COCC1CCN(Cc2nc(-c3cccs3)no2)C1 (stereo not given)	7	8	-7	-2	3.3	-1	-2	-33	-4
COc1ccc(C(=O)N/N=C(\C)CC(=O)Nc2ccccn2)cc1OC	8	7	-8	3	-0.9	-1	1	10	16
O=S(=O)(c1cccc(F)c1)N1CCC(CO)(Cc2cccc(F)c2)CC1	6	39	19	-3	-0.1	2	-2	11	-7
C=CCn1c(SC(C)C(=O)Nc2ccc(Cl)cn2)nnc1C1CC1 (stereo not given)	6	2	-2	-5	0.9	0	1	18	12
COc1cc(/C(C)=N/Nc2ccc(C(=O)O)cc2)cc(OC)c1OC	-10	10	11	1	-0.6	-3	0	31	5
O=S(=O)(NCc1cccs1)c1cccc2cccnc12	-7	16	14	-4	1.2	-2	-1	10	5
Cc1cc(C)nc(/N=C(\NC(=O)C(C)(C)C)Nc2ccc(F)cc2)n1	0	23	18	-1	1.1	3	2	1	1
COc1ccccc1OCCSc1nnnn1-c1ccc(C)cc1	-7	25	18	-1	4.9	2	0	-32	20
CCCCNC(=O)C1CCC(CNS(=O)(=O)c2cccc3nsnc23)CC1 (stereo not given)	6	8	-7	0	-1.4	-5	-1	-2	7
COc1cccc(-c2nnc(SCC(=O)Nc3ccc(S(N)(=O)=O)cc3)n2C)c1	3	12	2	1	0.6	-1	-2	8	1
CC(C)N(C(=O)[C@H]1C[C@H](CC(=O)NC(C)(C)C)C(=O)N2CCc3c([nH]c4ccc(Cl)cc34)[C@]12C)C(C)C	16	44	22	·	2.7	5	-3	21	·
CC1CC(C)CN(C(=O)c2ccc3nc[nH]c3c2)C1 (stereo not given)	-14	2	1	13	4.0	-6	1	21	7
COc1cccc(NC(=O)CN2CCN(S(=O)(=O)c3ccc(C(C)C)cc3)CC2)c1	20	47	38	-1	0.2	-4	-3	0	9
CCOC(=O)C1CCN(C(=O)c2ccc3c(c2)OCO3)CC1	7	1	8	-4	-0.7	0	1	4	-8
Cc1nn(CC(=O)NCCc2ccco2)c(=O)c2nn(-c3ccccc3)c(C)c12	6	7	11	-1	1.1	-4	1	-2	8
O=C(c1ccc(Br)c(S(=O)(=O)N2CCCCC2)c1)N1CCCCC1	6	28	26	-5	-0.2	-7	-1	26	-7
O=C(O)c1ccc(-c2nnn(Cc3cccc(C(F)(F)F)c3)n2)cc1	15	9	-7	-2	0.3	2	0	16	10
O=C(NC(=S)Nc1ccc2oc(=O)ccc2c1)c1cccc(Cl)c1	-12	4	19	-6	2.2	-1	-2	15	19
O=C(Cn1ncc(N2CCCC2)c(Cl)c1=O)c1ccc(Cl)cc1	1	14	-9	-2	6.0	6	-1	-101	24
CC(=O)c1ccc(OCC(=O)NC2CCS(=O)(=O)C2)cc1 (stereo not given)	-4	14	-2	-4	0.0	-1	4	2	-6
CCOC(=O)C1(CC2CC2)CCN(C(=O)c2cc(C)nc3ccc(CC)cc23)CC1	14	8	15	-1	0.8	1	-2	14	21
CC1=C(C(=O)OC(C)C)C(c2ccc(C)o2)NC(=O)N1 (stereo not given)	4	12	-3	-3	-1.4	-2	3	20	-3
Cc1cc(Cn2nc(C(=O)NCc3cccs3)cc2-c2ccccc2)on1	16	29	21	4	2.5	-2	-1	15	9
CC(=O)Nc1ccc(N=Nc2ccc(O)cc2)cc1	5	-19	-7	-3	4.8	5	15*	-78	18
COc1ccccc1NC(=O)CCSCCC(=O)Nc1ccccc1OC	15	24	24	-1	-1.6	0	-3	-26	9
CCCCn1c(=O)[nH]c(=O)c2c1nc(-c1ccc(CC)c([N+](=O)[O-])c1)n2C	21	17	21	-3	-1.0	8	·	5	23
O=C(CN1CCCCC1)N1CCCc2ccccc21	17	10	13	-5	2.8	6	-1	3	3
CC(=O)Nc1ccc(S(=O)(=O)Nc2nnc(C(C)C)s2)cc1	-1	-7	4	-3	-1.7	-1	-1	4	-10
CC(NC(=O)Cn1cc(C(=O)C2CC2)c2ccccc21)c1ccccc1 (stereo not given)	8	10	9	2	0.0	-1	1	28	3
COc1ccccc1NS(=O)(=O)c1cccc(NC(=O)C2CC2)c1	-1	-17	-16	0	-0.6	-2	1	-24	3
Cc1ccc(C)c(N(C)C(=O)c2coc(=O)c3ccccc23)c1	-12	3	5	-2	0.9	-1	-1	-6	31
Fc1ccccc1Nc1nc(N2CCOCC2)nc(N2CCOCC2)n1	-5	13	-2	-1	0.4	0	1	43	27
COc1ccc(NC(=O)C2CC(=O)N(CCc3ccc(Cl)cc3)C2)cc1 (stereo not given)	6	4	-4	3	8.0	0	12*	-7	8
Cc1ccc(C(=O)NNC(=O)c2ccc(S(=O)(=O)N3CCCCC3)cc2)cc1	23	22	29	-4	0.0	-3	0	1	12
CCN(CC)CCNc1ncnc2c1sc1nc(N3CCCC3)c3c(c12)CC(C)(C)OC3	1	1	-1	-3	1.5	5	0	59*	2
COc1ccc2cc(C(=O)NCCO)sc(=O)c2c1OC	5	-5	11	5	-0.2	0	-1	15	14
Cc1c(C(=O)OCC(=O)Nc2ccc(S(N)(=O)=O)cc2)oc2c1ccc1ccccc12	3	-3	5	5	0.4	1	18*	52*	3
O=C1CCC(=O)N(c2ccccc2)N1	1	7	11	-2	0.5	0	-3	-10	7
Cc1cc(C)n2[nH]c(=O)c(N=Nc3ccc(S(N)(=O)=O)cc3)c2n1	0	-1	5	-6	0.8	-2	1	-28	18
COc1cccc(-n2cc(CNCc3c(C(=O)N(C)C)nc4ccc(Cl)cn34)cn2)c1	3	14	0	-2	-0.1	0	0	24	5
COc1ccc2c(c1)c(C(=O)N/N=C/c1cccc(O)c1)c(C)n2C	20	13	15	5	1.1	0	-5	-15	18
Cc1nc([N+](=O)[O-])c(SCC(O)CCl)n1Cc1ccc(Cl)cc1 (stereo not given)	4	13	10	3	-0.3	0	7	-18	4
CC(=O)N(C)c1ccc(OCC(O)Cn2c3ccc(Cl)cc3c3cc(Cl)ccc32)cc1 (stereo not given)	39	24	39	4	7.8	20	0	82*	10
COC(=O)c1[nH]c2cc(C)ccc2c1NC(=O)CN1CCN(C(=O)c2ccco2)CC1	9	3	5	-4	1.1	-2	1	11	-3
CC1=C(C(=O)Nc2ccccc2C(=O)NC2CCCCC2)SCCO1	6	22	30	3	2.7	0	-2	-6	-9
(list continues)
SMILES	TIM10 inh	tim23-1 inh	tim10-1 inh	APJ agonist	CHOP UPR activ	XBP1 UPR activ	GRIN3A LBD mod	Mdm2 MdmX PPI	NALP3 yeast inh
O=C(Nc1ccccc1N1CCCC1)c1ccc(Cl)c(S(=O)(=O)N2CCOCC2)c1	15	20	10	2	1.8	4	2	1	15
CCCCOc1ccc(CSc2nc(C)[nH]c2[N+](=O)[O-])cc1[N+](=O)[O-]	10	-6	-1	0	1.1	2	3	5	12
CCn1c(N)nc2ccccc21	-5	-5	-7	-3	-1.4	-7	-1	2	11
O=C(Nc1ccccn1)c1onc2c1CCCC2	12	6	12	0	-5.9	-7	1	-11	10
Cc1ccc2nc(N3CCN(Cc4nnnn4Cc4ccccc4)CC3)c(C#N)cc2c1	51*	32	58*	-5	0.3	-3	-2	19	12
O=C(NC(=S)N(Cc1ccccc1)Cc1ccccc1)C1CCCCC1	-5	3	13	-6	-0.3	-2	-5	10	15
Cc1cccc(C)c1NC(=O)CNC(=O)C12CC3CC(CC(O)(C3)C1)C2	8	-4	-1	-5	0.5	-3	3	7	19
O=C(NCc1ccc(Cl)cc1)N1CCN(S(=O)(=O)c2ccccc2)CC1	-1	19	12	-1	-0.8	1	1	8	5
O=C(Oc1cccc(-n2cnnn2)c1)c1ccccc1Cl	14	23	24	-1	2.3	3	1	-6	18
COc1cc2nc(Nc3ccc(C)c(C)c3)nc(N)c2cc1OC	-12	14	12	1	2.8	8	16*	87*	11

With a hit mark in GRIN3A LBD mod, among the entries above:
molecule,TIM10 inh,APJ agonist,XBP1 UPR activ,GRIN3A LBD mod,Mdm2 MdmX PPI,NALP3 yeast inh
CC(=O)Nc1ccc(N=Nc2ccc(O)cc2)cc1,5,-3,5,15*,-78,18
COc1ccc(NC(=O)C2CC(=O)N(CCc3ccc(Cl)cc3)C2)cc1 (stereo not given),6,3,0,12*,-7,8
Cc1c(C(=O)OCC(=O)Nc2ccc(S(N)(=O)=O)cc2)oc2c1ccc1ccccc12,3,5,1,18*,52*,3
COc1cc2nc(Nc3ccc(C)c(C)c3)nc(N)c2cc1OC,-12,1,8,16*,87*,11

Screens (PubChem BioAssay)
